Screening results from PubChem BioAssay.
PriA SSB inh – blocks PriA binding to SSB C-terminal tail; AlphaScreen SSBct-PriA binding, biotinylated peptide; inhibition, % at 33 µM; 0.6% of 430,000 active; AID 1272365; in the data active means inhibition mostly above about 37%, no sharp cut-off; inactive means mostly below about 20%;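 further: plate controls were negative control peptide for no effect and reference peptide for full effect; strong numbers were not always called active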
The depositor's hits bear a star; i = inactive; & = joins results of further samples.

SMILES | PriA SSB inh
Cc1cccc(CN2CCc3c(OCC(=O)N4CCc5ccccc54)cccc3C2=O)c1 | -4
C[C@@H](Cc1ccco1)NS(=O)(=O)c1ccc(N2CCCCS2(=O)=O)cc1 | 1
Cc1ccc(-c2cc(=O)n(CC(=O)N3CCN(c4ccc(F)c(Cl)c4)CC3)cn2)cc1 | -5&1
CCOc1ccc(N2CCNCC2)nn1 | -15
O=C1CCCC(=O)N1CCS(=O)(=O)N1CCN(c2cccc(Cl)c2Cl)CC1 | -5
O=C(CN1C(=O)CCC1=O)NCC1(c2ccsc2)CCCC1 | -21
CC12CCC(C(=O)Nc3ccc(OC(F)(F)F)cc3)(C(=O)C1=O)C2(C)C (stereo not given) | -7
Cc1cc(C)nc(NS(=O)(=O)c2ccc(NC(=O)c3ccc(S(=O)(=O)N4CCc5ccccc5C4)cc3)cc2)n1 | -10
Cc1cc(OCC(=O)Nc2ccc(S(=O)(=O)N3CCc4ccccc43)cc2)ccc1Cl | -6
COc1ccccc1C(=O)[C@H](O)c1ccccc1OC | -8
CCOc1ccc(Br)cc1S(=O)(=O)NCCn1cnc(CC)cc1=O | -10
CCCCOc1ccc(C(=O)Nc2ccc3c(c2)C(=O)N(C)C3=O)cc1 | -4
O=C(NCC1(c2cccs2)CCOCC1)c1cc2ccccc2[nH]1 | 5
O=C1OC2(CCN(C(=O)NCc3cccs3)CC2)c2ccccc21 | -10
O=C(NCCn1ncc2c(=O)n(Cc3ccccc3)cnc21)C1CC(=O)N(c2ccc(F)cc2)C1 (stereo not given) | -25

Random excerpt: two compounds from above, in no set order.
SMILES | PriA SSB inh
CCOc1ccc(Br)cc1S(=O)(=O)NCCn1cnc(CC)cc1=O | -10
Cc1cc(C)nc(NS(=O)(=O)c2ccc(NC(=O)c3ccc(S(=O)(=O)N4CCc5ccccc5C4)cc3)cc2)n1 | -10

Next part:
SMILES | PriA SSB inh
CCOC(=O)C1CCCN(c2nc3c(-c4cccc(F)c4)nnn3c3ccc(Cl)cc23)C1 (stereo not given) | -9
O=C(Nc1ccc(Br)cc1)C1CCCN1/C=C/C(=O)C(F)(F)F (stereo not given) | -1
Cc1ccc2c(c1)[C@H](c1ccc(F)cc1)N(C(=O)C1CC1)CC(=O)N2 | -2
O=C(Nc1ccccc1Cc1nc(-c2ccco2)no1)C1(c2cccs2)CCCC1 | 7
CC(=O)NN=Cc1c(C)[nH]n(-c2ccccc2)c1=O | 37
Cn1nc(CNC(=O)c2ccc(Br)o2)c2c1CCOC2 | -5
O=C(NCCNc1cc(Nc2ccccn2)ncn1)C1CCCCC1 | -7
COc1ccc(C)cc1NC(=O)CSc1ccc(NC(C)=O)nn1 | 9
O=C(NN=Cc1ccc(OC(=O)c2ccccc2)cc1)c1cccc(O)c1 | -15
O=C(Nc1ccc(-c2ccc3nnc(-c4ccccn4)n3n2)cc1)C1CCCC1 | -10
CC1=Nc2ccccc2C1=Cc1sc(Nc2ccc(C)cc2)nc1O | -5
COc1ccc(OC)c(NC(=O)CSc2ccc(-c3ccccn3)nn2)c1 | 62
O=C(Nc1cccc(OC(=O)N(c2ccccc2)c2ccccc2)c1)N1CCOCC1 | 6
CSC(=NS(=O)(=O)c1cccs1)Nc1ccc(Br)cc1F | 0
CC(=NNC(=O)c1cc(C)nc2ccccc12)c1ccc([N+](=O)[O-])cc1 | 0
N#Cc1ccc(N2Cc3ccccc3C2=NC(=O)Nc2ccc(Cl)cc2)cc1 | -11
O=C(O)/C=C\C(=O)Nc1ccc(Cl)cc1C(=O)c1ccccc1 | -24
Cc1cccc(NC(=O)Nc2nc(C)c(C(=O)NCCc3c[nH]c4ccccc34)s2)c1 | 5
CC1(C)C2CCC1(CS(=O)(=O)NCC(O)c1csc3ccccc13)C(=O)C2 (stereo not given) | -6
COc1ccc(C(=O)/C=C\c2cn(CCC(=O)O)nc2-c2ccc(OC)c(OC)c2)cc1 | -5
CCOc1ccccc1NC(=O)CSc1nc2c(sc(=S)n2-c2ccccc2)c(=O)[nH]1 | 5
CCn1nc(C(=O)Nc2nnc(-c3ccco3)o2)cc1C | 1
CC(/C=C/C=C/c1ccccc1)=NNC(=O)c1cccnc1 | -2
Cn1nc(C2CCN(S(=O)(=O)c3ccc(Br)s3)CC2)n(C2CC2)c1=O | 0
O=C(CCSc1ccccc1)N1CCN(c2ccc3nnc(C4CC4)n3n2)CC1 | -3
COc1ccc(N2CCN(CCNC(=O)c3c(F)cccc3Cl)CC2)cc1 | 6
N#Cc1ccc(C(=O)N(CCCN2CCOCC2)c2nc3ccccc3s2)cc1 | 19
O=C(Nc1cc(F)ccc1F)C1CCN(Cc2nc(-c3ccccc3)no2)CC1 | -4
O=C(Cc1ccccc1)NC[C@H](Cc1cccc(F)c1)N1CCNC1=O | -10
O=C(NCc1ccc2c(c1)OCO2)c1ccc2c(=O)n(-c3ccccc3)c(=O)n(Cc3cccc(Cl)c3)c2c1 | -7

Rewritten tab-delimited: 25 of the compounds above.
SMILES	PriA SSB inh
Cc1ccc2c(c1)[C@H](c1ccc(F)cc1)N(C(=O)C1CC1)CC(=O)N2	-2
O=C(Nc1ccccc1Cc1nc(-c2ccco2)no1)C1(c2cccs2)CCCC1	7
CC(=O)NN=Cc1c(C)[nH]n(-c2ccccc2)c1=O	37
Cn1nc(CNC(=O)c2ccc(Br)o2)c2c1CCOC2	-5
O=C(NCCNc1cc(Nc2ccccn2)ncn1)C1CCCCC1	-7
COc1ccc(C)cc1NC(=O)CSc1ccc(NC(C)=O)nn1	9
O=C(NN=Cc1ccc(OC(=O)c2ccccc2)cc1)c1cccc(O)c1	-15
O=C(Nc1ccc(-c2ccc3nnc(-c4ccccn4)n3n2)cc1)C1CCCC1	-10
CC1=Nc2ccccc2C1=Cc1sc(Nc2ccc(C)cc2)nc1O	-5
COc1ccc(OC)c(NC(=O)CSc2ccc(-c3ccccn3)nn2)c1	62
O=C(Nc1cccc(OC(=O)N(c2ccccc2)c2ccccc2)c1)N1CCOCC1	6
CSC(=NS(=O)(=O)c1cccs1)Nc1ccc(Br)cc1F	0
CC(=NNC(=O)c1cc(C)nc2ccccc12)c1ccc([N+](=O)[O-])cc1	0
N#Cc1ccc(N2Cc3ccccc3C2=NC(=O)Nc2ccc(Cl)cc2)cc1	-11
O=C(O)/C=C\C(=O)Nc1ccc(Cl)cc1C(=O)c1ccccc1	-24
Cc1cccc(NC(=O)Nc2nc(C)c(C(=O)NCCc3c[nH]c4ccccc34)s2)c1	5
CC1(C)C2CCC1(CS(=O)(=O)NCC(O)c1csc3ccccc13)C(=O)C2 (stereo not given)	-6
COc1ccc(C(=O)/C=C\c2cn(CCC(=O)O)nc2-c2ccc(OC)c(OC)c2)cc1	-5
CCOc1ccccc1NC(=O)CSc1nc2c(sc(=S)n2-c2ccccc2)c(=O)[nH]1	5
CCn1nc(C(=O)Nc2nnc(-c3ccco3)o2)cc1C	1
CC(/C=C/C=C/c1ccccc1)=NNC(=O)c1cccnc1	-2
Cn1nc(C2CCN(S(=O)(=O)c3ccc(Br)s3)CC2)n(C2CC2)c1=O	0
O=C(CCSc1ccccc1)N1CCN(c2ccc3nnc(C4CC4)n3n2)CC1	-3
COc1ccc(N2CCN(CCNC(=O)c3c(F)cccc3Cl)CC2)cc1	6
N#Cc1ccc(C(=O)N(CCCN2CCOCC2)c2nc3ccccc3s2)cc1	19

(continued)
SMILES | PriA SSB inh
O=C(CC(c1ccccc1)c1ccccc1)N1CCSC(c2ccccc2)CC1 (stereo not given) | -5
COC(=O)Nc1ccc2c(c1)NC(=O)C(C)(C)CO2 | 14
COc1ccc(Cl)cc1S(=O)(=O)n1ccnc1C | 3
COc1ccc(OC)c(-c2csc(NC(=O)Cc3ccc(C(C)C)cc3)n2)c1 | 0
CCOc1ncccc1C(=O)Nc1ccc2c(c1)N(C(=O)c1ccco1)CC2 | -1
COC(=O)N1CCc2ccc(NS(=O)(=O)Cc3ccc(C(F)(F)F)cc3)cc2C1 | -1
O=[N+]([O-])c1cc(S(=O)(=O)N2CCCC2)ccc1NN=Cc1ccncc1 | 3
COC(=O)c1ccccc1N(C)C(=O)C1COCC(=O)N1Cc1ccccc1 (stereo not given) | -17
c1ccc(Cn2nnc3c(Sc4ncco4)ncnc32)cc1 | 6
CO[C@@]1(CNC(=O)c2ccc(S(=O)(=O)N(C)C)cc2)CCSC1 | -29
Cc1ccc(C)c(-n2c(Cc3cc(=O)[nH]c(=O)[nH]3)nnc2SCC(=O)Nc2nc(C)cs2)c1 | 1
O=C(c1cnccn1)N1CCC(S(=O)(=O)c2ccc(F)cc2)CC1 | 3
CCOc1ccc(C(=O)NCCCn2ncccc2=O)cc1 | -12
COc1cccc(S(=O)(=O)Nc2cccc(C(F)(F)F)c2)c1 | -9
O=C(C1CC2C=CC1C2)N1CCCCC(c2ccc(F)cc2)C1 (stereo not given) | 5
C/C=C/C=NNC(=O)CN(c1ccc(Br)cc1)S(=O)(=O)c1ccccc1 | 2
CC(/C=C/c1ccc2c(c1)OCO2)=NNC(=O)C(O)c1ccccc1 (stereo not given) | -6
Cc1ccc2nc(NC(=O)CSc3c(-c4ccccc4)[nH]c4ccccc34)sc2c1 | -5
COC(=O)NN=Cc1ccccc1Cl | -10
O=C(NN=C/C=C/c1ccccc1)c1ccc(Br)cc1 | -1
O=C1NC(=NO)S/C1=C/c1cccnc1 | -3
CCOC(=O)Cc1ccc(NC(=O)N2CCC3(CC2)N=C(c2ccc(F)cc2)C(=O)N3)cc1 | -21
NS(=O)(=O)c1ccc(NC(=O)CSc2nnc3ccc4ccccc4n23)cc1 | -5
CCN(c1ccccc1)S(=O)(=O)c1ccc(C(=O)Nc2nc3c(s2)CCC3)cc1 | -28
O=C(CSc1ncnc2[nH]ncc12)c1ccccc1 | 5
O=C(NCC1(c2cccs2)CCCC1)c1cccc(F)c1 | -32
CC(C)Sc1ccc(CC(=O)NCC#CCOc2ccccc2C(N)=O)cc1 | 0
O=C(CCSc1ccccc1)NCCOc1ccc2nnc(-c3ccc(F)cc3)n2n1 | -19&-9
COc1cc(Cl)c(C)cc1-n1ccn(CC(=O)NCc2ccccc2)c(=O)c1=O | -3
Cc1cccc(C(=O)N2CCN(Cc3nc(C)cs3)CC2)c1 | 6
COC(CNC(=O)C(=O)Nc1ccc2c(c1)N(C(=O)C(C)C)CCC2)c1ccccc1C (stereo not given) | -28
Cc1noc(Cc2ccccc2NC(=O)CSc2nc3ccccc3o2)n1 | 2
CCOC(=O)c1c(C)oc2c1c(CN1CCN(c3ccccc3)CC1)c(O)c1ccccc12 | -5
O=C(NCC(c1ccco1)N1CCOCC1)c1nc2ccccc2s1 (stereo not given) | 3
Cc1cc(O[C@H]2CCN(C(=O)C3(c4ccc(Cl)cc4)CCCC3)C2)cc(=O)o1 | 0
O=C(CSc1ccc(NC(=O)c2cccc(F)c2)nn1)Nc1ccc2c(c1)OCCO2 | -3
Cc1cc(C(=O)NN=C/C=C/c2ccc(Br)cc2)n[nH]1 | -7
O=S(=O)(Nc1cnn(C[C@H]2COc3ccccc3O2)c1)c1ccc(Cl)s1 | -7
CC(=O)NS(=O)(=O)c1ccc(NC(=O)c2cnc3c(c(C)nn3-c3ccccc3)c2Cl)cc1 | 4
OC(COc1ccc(Br)cc1Br)CN1CCc2ccccc2C1 (stereo not given) | -2
Cc1ccc(S(=O)(=O)C(CNC(=O)C(=O)NCCc2c[nH]c3ccccc23)c2cccs2)cc1 (stereo not given) | 10
Nc1nc(SCC(=O)N2CCOCC2)[nH]c(=O)c1NC(=O)c1ccc(Br)cc1 | -32
Cc1ccc(C(=O)ON=C2CCSc3ccc(C)cc32)cc1 | -17
Cc1ccc(S(=O)(=O)Nc2ccc3c(c2)c2c(n3S(=O)(=O)c3ccc(C)cc3)CC(C)(C)CC2=O)cc1 | 5
O=C(CSc1nccn2nc(-c3cccc4ccccc34)cc12)NCc1ccc(F)cc1 | -11
O=S(=O)(c1ccc(F)cc1)C1CCCN(S(=O)(=O)CCCOc2ccccc2)C1 (stereo not given) | -14
COc1ccc(NC(=O)Nc2c(C)nc3cc(C)ccn3c2=O)cc1OC | 3
COc1ccccc1/C=N/Nc1ccccc1[N+](=O)[O-] | i
NC(=NOC(=O)c1ccccc1F)c1cccc([N+](=O)[O-])c1 | -1
COC(=O)c1ccc(C(=O)N=c2sc3cc4c(cc3n2C)OCCO4)cc1 | -4
COc1cccc2cc(C(=O)Nc3nnc(-c4cc(C)nn4C)o3)oc12 | 6
CC(C)(C)NC(=O)N1CCC(CNC(=O)[C@@H]2CC=CCC2)CC1 | -4
Cc1cc2ncn(CC3CCN(C(=O)Cn4ccc(=O)[nH]c4=O)CC3)c2cc1C | -5
CN(C)CCCN(C(=O)c1ccno1)c1nc2c(F)cc(F)cc2s1 | -13
Cc1cccc(C(=O)Nc2noc3nc(C)cc(C)c23)c1 | -1
COc1cc(OC)c(NC(=O)NCCNc2nc(C)cc(N3CCCCC3)n2)cc1Cl | -6
O=[N+]([O-])c1ccc(N2CCN(Cc3ccccc3)CC2)c2ncccc12 | 34
Cc1sc2c(c1C)c(=O)nc1n2C(CSc2nc3sc4c(c3c(=O)[nH]2)CCCC4)CS1 (stereo not given) | -1
O=C(NC[C@H](O)c1csc2ccccc12)c1ccc2c(c1)OCO2 | -11
O=C(NCc1ccco1)c1c[nH]c2ccccc2c1=O | -7
COc1cc(N2CCN(S(=O)(=O)c3cc(C)c(C)cc3C)CC2)nc(OC)n1 | -9

Not all compounds are listed. The share of hits here may be higher or lower than overall.
